Bioassay records deposited in PubChem BioAssay by several laboratories.
TRPC6 inhibitor = inhibitors of mouse TRPC6 channel. HEK293-TRPC6, membrane potential dye, ACh-evoked depolarization; hits give low values. AID 2553. B-score at 10 µM. 310,000 compounds, 1.1% hits. Q61143;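 active = B-score under library mean minus 3 SD, initial fluorescence not abnormally high, positive integrated signal ratio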;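 also: B-score derived from integrated fluorescence ratio over the kinetic read; more negative B-score means stronger inhibition of depolarization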
HIF activator = HIF pathway transcriptional activation; U2OS HRE-luciferase reporter, luminescence; normalized: DMSO 0%, desferrioxamine 100%; activation, % at 7.5 µM (by protocol); 300,000 compounds, 0.32% hits; AID 1910;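 active = mean activation of at least 10% of the iron chelator positive control signal, with at least half of replicates also reaching 10%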
MrgX1 antagonist = antagonists of human MrgX1 receptor. B-score at 10 µM. Q96LB2. 310,000 compounds, 1.3% hits. MRGX1-HEK293 calcium flux, Fluo-4, BAM8-22 antagonism; hits give low values;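 active = calcium-response B-score plate-corrected more than 3 library SD below zero, starting fluorescence within 5 deviations, no agonist response on first addition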;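 also: peak minus trough fluorescence over baseline after final BAM8-22 challenge near maximal dose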
Target sequence (Q96LB2 whole entry, looked up): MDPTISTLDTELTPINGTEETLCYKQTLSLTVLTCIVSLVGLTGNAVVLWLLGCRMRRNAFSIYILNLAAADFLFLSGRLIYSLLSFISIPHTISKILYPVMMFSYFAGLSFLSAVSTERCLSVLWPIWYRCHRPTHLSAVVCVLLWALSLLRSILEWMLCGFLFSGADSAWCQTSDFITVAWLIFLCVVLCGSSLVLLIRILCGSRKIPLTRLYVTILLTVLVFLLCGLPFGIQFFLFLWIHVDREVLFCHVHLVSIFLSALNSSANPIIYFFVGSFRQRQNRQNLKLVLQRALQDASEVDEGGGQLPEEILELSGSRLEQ
aSyn UTR inh = 5' untranslated region of α-synuclein, MLPCN primary screen; 300,000 compounds, 0.82% hits; inhibition, % (tested at 7.5 µM); alpha-synuclein 5'UTR reporter, inhibitor activity; in the data active = inhibition above about 60%;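 also: H4 neuroglioblastoma cells stably carrying SNCA 5'UTR luciferase fusion; 0% = DMSO wells and 100% = positive control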
SKKanGAS inh = SKKanGAS growth inhibition; S. pyogenes SKKanGAS, kanamycin growth, BacTiter-Glo, 6 h; AID 1662; 300,000 compounds, 1.3% hits; inhibition, % at 7.5 µM;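 active = mean replicate score, as percent of positive control median, at least 50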;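 also: strain carries kanamycin resistance gene driven by streptokinase promoter and grows in 40 µg/ml kanamycin; loss of luminescence reflects streptokinase promoter inhibition or plain growth inhibition; 0% = median of DMSO wells and 100% = positive control at its reference dose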
TRPC6 act = activates the mouse TRPC6 cation channel; Q61143; HEK293-TRPC6 membrane potential dye fluorescence; hits give high values; B-score at 10 µM; 310,000 compounds, 0.13% hits;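 active = B-score of the integrated fluorescence ratio above library mean plus 3 SD, and starting fluorescence ratio within library mean plus 5 SD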;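 also: higher score means more depolarization so channel activation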
IEC-6 cytotox = kills IEC-6 intestinal cells in KLF5 counter-screen; IEC-6 cytotoxicity, luminescence viability; inhibition, % at 5 µM; 290,000 compounds, 0.78% hits; AID 1825; in the data active = inhibition above about 22%;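 also: 0% = plate median of test compound wells and 100% = cytotoxic reference compound wells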
KLF5 inhibitor = kruppel-like factor 5 inhibition; DLD-1 KLF5 promoter-luciferase reporter, luminescence; inhibition, % at 5 µM; 290,000 compounds, 0.23% hits; AID 1700;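 active = inhibition above a per-plate limit of that plate's mean compound inhibition plus 3 SD, cut at about 60% in these data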;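 also: 0% = DMSO wells and 100% = LY294002 at 200 µM; higher means less KLF5 promoter-driven luciferase light; inactives centre near -14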
TRPC4 inh = inhibitors of mouse TRPC4 channel. B-score at 10 µM. AID 2247. Q9QUQ5. 300,000 compounds, 0.39% hits. HEK293 TRPC4beta/mu-opioid, DAMGO-evoked Fluo4 calcium flux; hits give low values;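 active = B-score over 3 SD under the library average, no early fluorescence shift, positive overall ratio signal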
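material = TRPC4beta/mu-opioid receptor HEK293 cell line | probe or stimulus = sequential submaximal and maximal DAMGO stimulation | compound dosing = one concentration per compound | measured by = Fluo4 Ca2+ flux fluorescence | evaluation = integrated fluorescence ratio relative to baseline, converted to per-well B score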
TRPC4 act = activators of mouse TRPC4 channel. Q9QUQ5. AID 2237. HEK293 TRPC4beta/mu-opioid, Fluo4 calcium fluorescence; hits give high values. 310,000 compounds, 0.49% hits. B-score at 10 µM;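 active = B-score above 5 SD of library B-scores, and initial fluorescence ratio not above library mean plus 5 SD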;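 also: positive B-score marks a calcium rise read as TRPC4 activation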
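Technique: kinetic Fluo4 calcium fluorescence; Test system: TRPC4beta and mu-opioid receptor HEK293 stable cells; Measure: B-scored integrated calcium fluorescence ratio; Benchmarks: low control buffer alone, high control maximal DAMGO; Schedule: 45 min room-temperature Fluo4 loading, 110 s read.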
TRPC4 potent = TRPC4 (mouse) allosteric potentiation; Q9QUQ5; HEK293 TRPC4beta/mu-opioid, DAMGO EC20, Fluo-4 Ca2+ flux; hits give high values; B-score at 10 µM; 310,000 compounds, 0.42% hits; AID 2227;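 active = B-score of calcium response area above 5 SD of library B-scores, with initial fluorescence ratio within 5 SD of library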;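 also: B-score of integrated fluorescence ratio over time as area under calcium response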
Active calls of the source: *.

`Cc1ccc(C(=O)NC2CCN(C(=O)Nc3ccc(F)cc3)CC2)cc1` gave TRPC6 inhibitor inactive, HIF activator 0.0, MrgX1 antagonist inactive, aSyn UTR inh 19, SKKanGAS inh -2, TRPC6 act inactive, IEC-6 cytotox -8, KLF5 inhibitor 7, TRPC4 inh inactive, TRPC4 act inactive and TRPC4 potent inactive.
CCOC(=O)CN(Cc1sccc1C)C(=O)Nc1ccc(OC)cc1OC was read as TRPC6 inhibitor inactive, HIF activator -0.7, MrgX1 antagonist inactive, aSyn UTR inh 3, SKKanGAS inh -6, TRPC6 act inactive, IEC-6 cytotox 1, KLF5 inhibitor -34, TRPC4 inh inactive, TRPC4 act inactive and TRPC4 potent inactive.
Screening Cc1ccc([N+](=O)[O-])cc1NC(=O)c1ccc(C(C)(C)C)cc1 returned TRPC6 inhibitor inactive, HIF activator -0.1, MrgX1 antagonist inactive, aSyn UTR inh 5, SKKanGAS inh -15, TRPC6 act inactive, IEC-6 cytotox -3, KLF5 inhibitor -29, TRPC4 inh inactive, TRPC4 act inactive and TRPC4 potent inactive.
`CCOC(=O)CC1(NC(=O)C2CCC(=O)N(C3CC3)C2)CCCCC1` (stereo unspecified) gave TRPC6 inhibitor inactive, HIF activator 0.2, MrgX1 antagonist inactive, aSyn UTR inh 9, SKKanGAS inh -4, TRPC6 act inactive, IEC-6 cytotox -1, KLF5 inhibitor -43, TRPC4 inh inactive, TRPC4 act inactive and TRPC4 potent inactive.
CCC(C)NC(=O)CSc1nnc(-c2cc(OC)c(OC)c(OC)c2)c(-c2cc(OC)c(OC)c(OC)c2)n1 (stereo unspecified) was read as TRPC6 inhibitor inactive, HIF activator -0.4, MrgX1 antagonist inactive, aSyn UTR inh 30, SKKanGAS inh 3, TRPC6 act inactive, IEC-6 cytotox -6, KLF5 inhibitor -10, TRPC4 inh inactive, TRPC4 act inactive and TRPC4 potent inactive.
For CCOC(=O)C1=C(N)Oc2cc(O)ccc2C1c1ccc(Br)cc1 (stereo unspecified) the results were TRPC6 inhibitor inactive, HIF activator 2.5, MrgX1 antagonist inactive, aSyn UTR inh 9, SKKanGAS inh 10, TRPC6 act inactive, IEC-6 cytotox -3, KLF5 inhibitor -21, TRPC4 inh inactive, TRPC4 act inactive and TRPC4 potent inactive.
CC(=O)c1ccccc1OCc1ccc(S(=O)(=O)Cc2ccccc2)cc1 was read as TRPC6 inhibitor inactive, HIF activator 0.7, MrgX1 antagonist inactive, aSyn UTR inh -33, SKKanGAS inh 10, TRPC6 act inactive, IEC-6 cytotox 0, KLF5 inhibitor -23, TRPC4 inh inactive, TRPC4 act inactive and TRPC4 potent inactive.
For Cc1cccc2c1-c1sc(C(=O)Nc3nccs3)cc1CO2 the results were TRPC6 inhibitor inactive, HIF activator 4.1, MrgX1 antagonist inactive, aSyn UTR inh -213, SKKanGAS inh 46, TRPC6 act inactive, IEC-6 cytotox 4, KLF5 inhibitor -162, TRPC4 inh inactive, TRPC4 act inactive and TRPC4 potent inactive.
For Nc1c(-c2ccc(Cl)cc2)cnn1-c1cccc(C(F)(F)F)c1 the results were TRPC6 inhibitor inactive, HIF activator 2.5, MrgX1 antagonist inactive, aSyn UTR inh -102, SKKanGAS inh -1, TRPC6 act inactive, IEC-6 cytotox 1, KLF5 inhibitor -46, TRPC4 inh inactive, TRPC4 act inactive and TRPC4 potent inactive.
For CCC1CCCCN1Cc1ccc(OC)c(C)c1C (stereo unspecified) the results were TRPC6 inhibitor inactive, HIF activator 0.0, MrgX1 antagonist inactive, aSyn UTR inh -11, SKKanGAS inh 1, TRPC6 act inactive, IEC-6 cytotox -4, KLF5 inhibitor -19, TRPC4 inh inactive, TRPC4 act inactive and TRPC4 potent inactive.
Screening N#CC/C(N)=N/NC(=O)CCCNc1ncc(C(F)(F)F)cc1Cl returned TRPC6 inhibitor inactive, HIF activator -0.1, MrgX1 antagonist inactive, aSyn UTR inh -50, SKKanGAS inh -7, TRPC6 act inactive, IEC-6 cytotox 3, KLF5 inhibitor -16, TRPC4 inh inactive, TRPC4 act inactive and TRPC4 potent inactive.
For CCOc1ccccc1-c1nc(-c2ccc(NC(=O)Cc3ccccc3OC)cc2)no1 the results were TRPC6 inhibitor inactive, HIF activator -1.1, MrgX1 antagonist inactive, aSyn UTR inh 3, SKKanGAS inh 6, TRPC6 act inactive, IEC-6 cytotox 2, KLF5 inhibitor -21, TRPC4 inh inactive, TRPC4 act inactive and TRPC4 potent inactive.
`Cc1cc(C(=O)N/N=C2\CCCC(C)C2)n[nH]1` (stereo unspecified) gave TRPC6 inhibitor inactive, HIF activator -0.1, MrgX1 antagonist inactive, aSyn UTR inh -4, SKKanGAS inh 0, TRPC6 act inactive, IEC-6 cytotox 0, KLF5 inhibitor -28, TRPC4 inh inactive, TRPC4 act inactive and TRPC4 potent inactive.
CC(=O)Nc1ccc(SCc2csc(C)n2)cc1 was read as TRPC6 inhibitor inactive, HIF activator 1.0, MrgX1 antagonist inactive, aSyn UTR inh -29, SKKanGAS inh 4, TRPC6 act inactive, IEC-6 cytotox -6, KLF5 inhibitor -21, TRPC4 inh inactive, TRPC4 act inactive and TRPC4 potent inactive.
Screening O=C(CSc1nccn(-c2ccc(F)c(Cl)c2)c1=O)NC1CCCC1 returned TRPC6 inhibitor inactive, HIF activator -0.2, MrgX1 antagonist inactive, aSyn UTR inh -14, SKKanGAS inh -2, TRPC6 act inactive, TRPC4 inh inactive, TRPC4 act inactive and TRPC4 potent inactive.
O=C(N/N=C/c1ccc(N2CCOCC2)cc1)c1cccs1 was read as TRPC6 inhibitor inactive, HIF activator 2.3, MrgX1 antagonist inactive, aSyn UTR inh -179, SKKanGAS inh 5, TRPC6 act inactive, IEC-6 cytotox 8, KLF5 inhibitor -110, TRPC4 inh inactive, TRPC4 act inactive and TRPC4 potent inactive.
For O=C(NS(=O)(=O)Oc1ccccc1F)OC[C@@H]1CCCN2CCCCC12 (stereo partly specified) the results were TRPC6 inhibitor inactive, HIF activator 0.2, MrgX1 antagonist inactive, aSyn UTR inh -6, SKKanGAS inh 4, TRPC6 act inactive, IEC-6 cytotox -7, KLF5 inhibitor 13, TRPC4 inh inactive, TRPC4 act inactive and TRPC4 potent inactive.
O=C(O)Cc1ccc(OCc2ccc(Cl)nc2)cc1 was read as TRPC6 inhibitor inactive, HIF activator -0.5, MrgX1 antagonist inactive, aSyn UTR inh 8, SKKanGAS inh 8, TRPC6 act inactive, IEC-6 cytotox -2, KLF5 inhibitor -7, TRPC4 inh inactive, TRPC4 act inactive and TRPC4 potent inactive.
Cc1ccc(S(=O)(=O)c2c(N)n(CC3CCOC3)c3nc4ccccc4nc23)cc1 (stereo unspecified) was read as TRPC6 inhibitor inactive, HIF activator -0.6, MrgX1 antagonist inactive, aSyn UTR inh 3, SKKanGAS inh 18, TRPC6 act inactive, IEC-6 cytotox -4, KLF5 inhibitor -24, TRPC4 inh inactive, TRPC4 act inactive and TRPC4 potent inactive.
For Cc1csc(NC(=O)c2ccc(S(=O)(=O)N(C)c3ccccc3)cc2)n1 the results were TRPC6 inhibitor inactive, HIF activator 0.7, MrgX1 antagonist inactive, aSyn UTR inh -53, SKKanGAS inh -7, TRPC6 act inactive, IEC-6 cytotox 2, KLF5 inhibitor -22, TRPC4 inh inactive, TRPC4 act inactive and TRPC4 potent inactive.
For O=C(Oc1ccc(-c2nccc(-c3ccccn3)n2)cc1)c1cccc(C(F)(F)F)c1 the results were HIF activator 0.3, MrgX1 antagonist inactive, aSyn UTR inh -140, SKKanGAS inh 8, IEC-6 cytotox 1 and KLF5 inhibitor -15.
Screening CCn1c(SCC(=O)N(Cc2ccccc2)C2CCS(=O)(=O)C2)nc2ccccc2c1=O (stereo unspecified) returned TRPC6 inhibitor inactive, HIF activator -0.9, MrgX1 antagonist inactive, aSyn UTR inh 14, SKKanGAS inh 0, TRPC6 act inactive, IEC-6 cytotox 7, KLF5 inhibitor 5, TRPC4 inh inactive, TRPC4 act inactive and TRPC4 potent inactive.
CCC(=O)N(CCC(Cc1ccccc1)c1ccco1)Cc1ccco1 (stereo unspecified) was read as TRPC6 inhibitor inactive, HIF activator 0.7, MrgX1 antagonist inactive, aSyn UTR inh -3, SKKanGAS inh 6, TRPC6 act inactive, IEC-6 cytotox -3, KLF5 inhibitor -20, TRPC4 inh inactive, TRPC4 act inactive and TRPC4 potent inactive.
CS(=O)(=O)c1cccc(-c2nnc(NC(=O)CCS(=O)(=O)c3ccccc3)o2)c1 was read as TRPC6 inhibitor inactive, HIF activator -8.2, MrgX1 antagonist inactive, aSyn UTR inh -4, SKKanGAS inh 1, TRPC6 act inactive, TRPC4 inh inactive, TRPC4 act inactive and TRPC4 potent inactive.
`COc1ccccc1C(=O)NC(=S)Nc1ccc(Cc2ccncc2)cc1` gave TRPC6 inhibitor inactive, HIF activator 0.9, MrgX1 antagonist inactive, aSyn UTR inh -19, SKKanGAS inh 24, TRPC6 act inactive, IEC-6 cytotox -2, KLF5 inhibitor -38, TRPC4 inh inactive, TRPC4 act inactive and TRPC4 potent inactive.
For COc1ccccc1NC(=O)c1sc2nc(C)cc(C)c2c1N the results were TRPC6 inhibitor inactive, HIF activator 0.4, MrgX1 antagonist inactive, aSyn UTR inh -11, SKKanGAS inh -11, TRPC6 act inactive, TRPC4 inh inactive, TRPC4 act inactive and TRPC4 potent inactive.
Screening CCOc1ccc(NC(=O)Cc2nnc(SCC(=O)N3CCOCC3)n2C)cc1 returned TRPC6 inhibitor inactive, HIF activator -0.5, MrgX1 antagonist inactive, aSyn UTR inh -8, SKKanGAS inh 0, TRPC6 act inactive, IEC-6 cytotox 2, KLF5 inhibitor -17, TRPC4 inh inactive, TRPC4 act inactive and TRPC4 potent inactive.
Screening COc1ccc(O)c(C=Nc2cc(C)on2)c1 returned TRPC6 inhibitor inactive, HIF activator -0.3, MrgX1 antagonist inactive, aSyn UTR inh 3, SKKanGAS inh 3, TRPC6 act inactive, IEC-6 cytotox -2, KLF5 inhibitor -8, TRPC4 inh inactive, TRPC4 act inactive and TRPC4 potent inactive.
CN(C)CCNc1ncnc2c1sc1nc(N3CCOCC3)c3c(c12)CC(C)(C)SC3 was read as TRPC6 inhibitor inactive, HIF activator -6.6, MrgX1 antagonist inactive, aSyn UTR inh 72*, SKKanGAS inh -6, TRPC6 act inactive, IEC-6 cytotox 3, KLF5 inhibitor -29, TRPC4 inh inactive, TRPC4 act inactive and TRPC4 potent inactive.
